MPTP inh: permeability transition pore inhibition; isolated mouse mitochondria, Ca2+ swelling absorbance, 30 min; inhibition, % at 10 µM; hit rate 1.4% among 360,000; AID 602449;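 active = inhibition of 50% or more, scaled per plate between neutral and stimulator controls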;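 also: 0% = DMSO wells given calcium and 100% = 1 mM EGTA wells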
hIAP activ: increases human intestinal alkaline phosphatase activity | P09923 | purified human IAP, CDP-Star luminescence, 30 min; hits give high values; 1 = vehicle-only enzyme, 0 = enzyme-free background | activation factor at 10 µM | hit rate 0.16% among 330,000 | AID 2524;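 active = activation factor of the enzyme at least 2-fold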; also: the source names both 10 and 20 µM as test concentration; values of inactives mirror those of a sister screen read the other way
mIAP activ: mouse IAP activation; muIAP, CDP-Star luminescence, 30 min; hits give high values; 1 = vehicle-only enzyme signal, 0 = enzyme-free wells; activation factor at 10 µM; hit rate 0.24% among 330,000;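 active = activation factor of at least 2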; also: the source names both 10 and 20 µM as test concentration; values of inactives mirror those of a sister screen read the other way
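also added = chemiluminescent substrate CDP-Star | test system = mouse IAP enzyme | signal = chemiluminescence readout | compound = DMSO-dissolved test compounds | incubation = 30 min at room temperature | benchmarks = DMSO wells, no-enzyme wells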
mIAP block: mouse IAP inhibition. purified mouse IAP, CDP-Star luminescence, 30 min. inhibition, % at 10 µM. hit rate 0.2% among 330,000;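 active = inhibition of at least 40% at 10 µM in the primary screen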;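 also: plate controls were DMSO with enzyme for no effect and no enzyme wells for full effect; values of inactives mirror those of a sister screen read the other way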
MIN6 prolif: induces beta-cell replication in MIN6 cells; AID 2380; hit rate 0.29% among 330,000; proliferation, % at 10 µM; MIN6 cells proliferation, ATPlite luminescence, 48 h; cells starved in 0.2% serum; 100% = growth in 10% serum;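 active = compounds whose signal lies at least 3.5 SD above the mean of all wells on their plate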;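 also: 0% = DMSO-treated cells in low-serum medium and 100% = 10% serum control; some compounds called inactive have numbers as strong as hits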
ATG4B inhibitor: ATG4B (human) cysteine protease inhibition | hit rate 0.51% among 340,000 | Q9Y4P1 | inhibition, % at 8.33 µM | ATG4B cleavage of LC3-PLA2, NBD-HPC fluorescence, 1 h; in the data active = inhibition above about 40%
Target sequence (Q9Y4P1 whole entry, looked up): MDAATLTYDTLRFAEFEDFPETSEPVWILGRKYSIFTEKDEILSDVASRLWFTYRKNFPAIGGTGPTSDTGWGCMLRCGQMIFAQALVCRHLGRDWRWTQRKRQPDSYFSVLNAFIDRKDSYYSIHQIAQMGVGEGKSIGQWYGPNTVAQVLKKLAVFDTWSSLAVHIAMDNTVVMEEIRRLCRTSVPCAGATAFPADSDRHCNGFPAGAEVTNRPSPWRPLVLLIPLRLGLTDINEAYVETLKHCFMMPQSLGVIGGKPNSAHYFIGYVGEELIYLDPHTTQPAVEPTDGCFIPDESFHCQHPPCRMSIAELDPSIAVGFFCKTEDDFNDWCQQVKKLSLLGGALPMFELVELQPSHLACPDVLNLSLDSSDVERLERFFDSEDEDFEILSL
A3G deaminase: APOBEC3G (human) deaminase inhibition. Q9HC16. recombinant A3G, ssDNA deamination FAM/TAMRA fluorescence. inhibition, % at 20 µM. hit rate 0.28% among 330,000;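 active = inhibition of at least 40% at 20 µM, with no more than 30% in the related APOBEC3A deaminase screen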;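 also: plate controls were DMSO wells with A3G for no effect and wells lacking A3G enzyme for full effect; some compounds called inactive have numbers as strong as hits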
Target sequence (Q9HC16 whole entry, looked up): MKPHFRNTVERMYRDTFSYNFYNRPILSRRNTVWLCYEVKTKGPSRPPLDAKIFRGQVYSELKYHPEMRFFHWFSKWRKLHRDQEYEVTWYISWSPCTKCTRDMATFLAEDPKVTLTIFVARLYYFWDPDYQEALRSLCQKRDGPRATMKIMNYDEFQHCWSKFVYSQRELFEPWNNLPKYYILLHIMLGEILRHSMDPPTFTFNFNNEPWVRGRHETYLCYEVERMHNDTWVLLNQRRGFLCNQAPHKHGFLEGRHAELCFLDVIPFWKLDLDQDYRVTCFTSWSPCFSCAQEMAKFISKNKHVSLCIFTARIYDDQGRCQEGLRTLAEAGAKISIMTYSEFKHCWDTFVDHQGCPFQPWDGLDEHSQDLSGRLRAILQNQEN
A3A deaminase: human APOBEC3A DNA deaminase inhibition | inhibition, % at 20 µM | hit rate 0.41% among 330,000 | recombinant A3A, FAM/TAMRA ssDNA deamination fluorescence;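 active = at least 40% inhibition at 20 µM here, with at most 30% in a related deaminase screen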;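 also: plate controls were A3A with DMSO for no effect and wells lacking A3A enzyme for full effect; some results filed as inactive read as strong as hits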
hIAP block: human IAP inhibition; P09923; purified IAP, CDP-Star luminescence, 30 min; inhibition, % at 10 µM; hit rate 0.12% among 330,000; AID 2544;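 active = inhibition reaching a set limit with compound at 10 µM in the primary screen, cut at about 35% in these data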;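 also: plate controls were DMSO wells with enzyme for no effect and no-enzyme buffer wells for full effect; values of inactives mirror those of a sister screen read the other way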
* = called active by the depositor; . = not tested or not shown. Compounds were not picked by outcome; overall some 3.3% were active at least once.

SMILES	MIN6 prolif	ATG4B inhibitor	hIAP block	mIAP activ	A3A deaminase	mIAP block	MPTP inh	hIAP activ	A3G deaminase
Cc1csc(SCC(=O)NC(=O)NC(C)C)n1	-1.2	8.6	-4.0	0.934	3.6	6.6	-1.8	1.04	4.9
S=C(NCc1ccc(Cl)cc1)NCc1ccccn1	-3.8	4.9	10.4	1.07	-5.4	-7.2	-3.3	0.896	-16.1
COc1ccc(NC(=O)CSC2=NCCN2)cc1	0.1	1.0	1.9	0.904	-1.7	9.6	-4.0	0.981	-9.0
COc1cc(SC)ccc1C(=O)NCCOc1ccc(F)cc1	0.0	-12.8	-16.0	0.933	-1.0	6.7	1.0	1.16	-4.8
Cc1ccc(C(=O)CC(C(=O)O)n2cncn2)cc1 (configuration not stated)	-1.6	-10.3	-5.6	1.01	-6.0	-1.0	0.0	1.06	-6.8
Cc1cc(N2CCC(C)CC2)nc2cccc(O)c12	-6.0	6.7	19.9	0.856	0.7	14.4	1.9	0.801	0.0
COc1ccc(CCNC(=O)CSc2nc(O)c(CC(C)C)c(=O)[nH]2)cc1OC	-1.2	-4.1	1.2	1.03	-1.0	-3.4	-3.6	0.988	-4.2
CCOC(=O)c1c(NC(=O)C2CCCN(S(=O)(=O)c3ccccc3)C2)sc2c1CCCC2 (configuration not stated)	-1.9	-3.0	3.5	0.994	13.2	0.6	1.9	0.965	-0.9
COc1ccc(CCNS(=O)(=O)c2cccc(C)c2)cc1OC	0.9	-8.0	11.5	0.961	-1.5	3.9	0.1	0.885	-1.8
O=C(C(=O)N1CCc2ccccc2C1)N1CCc2ccccc2C1	-0.7	.	4.4	0.899	-3.7	10.1	.	0.956	-8.1
O=C1CC2(CC(c3ccc(Cl)cc3)=NO2)C(=O)N1c1ccccc1 (configuration not stated)	-1.6	-10.0	14.1	0.935	3.7	6.5	1.4	0.859	2.6
CCOn1c(=O)c(-c2ccc(OC)c(OC)c2)[n+]([O-])c2ccccc21	-2.4	-2.3	-8.6	0.936	-0.7	6.4	-2.2	1.09	-0.8
COc1cccc2c(=O)cc(C)n(CC(=O)Nc3ccc(C)c(C)c3)c12	-3.0	-10.1	-28.1	1.15	-5.1	-15.2	3.6	1.28	-3.8
COc1ccc2[nH]c(C)cc(=O)c2c1	-0.7	-7.9	3.2	0.979	1.2	2.1	12.3	0.968	-6.4
O=C(O)c1cc(-c2ccc(N3CCOCC3)cc2)nn1-c1ccc(F)cc1F	-3.8	-2.4	-1.1	0.941	-1.4	5.9	0.7	1.01	-6.8
CCC(=O)Nc1cccc(-c2cn3ccccc3n2)c1	0.0	15.1	4.0	0.944	-1.2	5.6	0.2	0.96	-6.8
NC1=NC(=O)/C(=C/c2ccccc2OS(=O)(=O)c2ccccc2)S1	-0.3	5.0	0.2	0.978	-0.8	2.2	-0.1	0.998	2.3
CC(C)C(=O)Nc1ccc(N2CCN(c3ccc(F)cc3)CC2)cc1	-4.6	-3.0	5.0	1.03	0.1	-3.2	1.4	0.95	-1.6
CC(NC(=O)C1CCN(C(=O)Nc2ccccc2)CC1)c1ccccc1Cl (configuration not stated)	2.4	1.6	0.6	0.958	-1.1	4.2	-1.7	0.994	-2.4
CC(C)NC(=O)N1c2ccccc2Sc2ccccc21	-4.5	-7.2	1.0	1.02	-3.2	-2.0	0.3	0.99	-1.5
O=C(COC(=O)c1ccccc1Nc1ccc(SC(F)F)cc1)NC1CC1	-5.9	-3.2	11.7	0.909	-2.1	9.1	25.9	0.883	-3.8
COc1ccc(C(=O)Cn2nnc(-c3ccccc3-n3cnnn3)n2)cc1	-1.9	-10.3	-2.8	1	1.1	-0.5	-0.8	1.03	0.5
COc1cc(NC(=S)N2CCN(c3ccccn3)CC2)cc(OC)c1OC	-0.2	-6.6	-7.8	0.907	-0.3	9.3	0.1	1.08	-6.7
Cc1ccc(/C=C/C(=O)Nc2ncc(C)s2)o1	-1.5	3.1	-8.2	1.06	24.4	-6.5	1.4	1.08	1.4
COCCNC(=O)c1ccccc1NC(=O)c1ccccc1N(C)S(=O)(=O)c1ccccc1	-0.6	-7.3	3.1	0.954	-4.4	4.6	-1.4	0.969	-7.5
COCCNC(=O)/C(C#N)=C/c1cccc(OCc2ccccc2)c1	-5.2	-4.0	1.1	1.05	-6.2	-4.6	0.2	0.989	-6.2
COc1cc([N+](=O)[O-])ccc1NC(=O)NCCCN1CCCC1=O	0.4	-14.5	-1.7	0.983	1.6	1.7	-0.6	1.02	-3.9
O=C(COC(=O)c1ccccc1O)Nc1ccc(S(=O)(=O)N2CCCCC2)cc1	0.3	-7.4	6.0	0.952	3.1	4.8	0.0	0.94	-6.1
Cc1ccc(NC(=O)c2ccc3c(c2)C(=O)N(Cc2cccnc2)C3=O)c(C)c1	-1.6	-11.8	-9.9	1.08	-6.1	-7.8	-1.2	1.1	-5.0
O=C(NCc1ccco1)c1csc(Nc2ccccc2Cl)n1	1.5	5.3	-4.5	0.87	-4.2	13.0	-0.4	1.04	-7.9
CC1Cc2ccccc2N1C(=O)CSc1nncn1C (configuration not stated)	-1.6	2.6	4.3	1.05	-0.3	-5.1	0.0	0.957	1.9
COc1cc(/C=C/C(=O)N2c3ccccc3Sc3ccc(C(F)(F)F)cc32)cc(OC)c1OC	-3.5	19.1	-8.4	0.868	2.7	13.2	13.2	1.08	4.9
Cc1ccc(N)c(C(=O)CCCCC(=O)O)c1	0.1	3.0	18.4	1.01	0.8	-0.7	0.0	0.816	-2.4
Cc1ccc(C)c(NC(=O)C(Sc2nncn2C)c2ccccc2)c1 (configuration not stated)	0.1	-7.8	0.5	0.959	-1.4	4.1	-2.4	0.995	-4.6
CC(C)(C)c1oc(C(=O)O)cc1CN1CCOCC1	-2.0	1.6	-5.5	1.08	4.7	-7.7	0.8	1.05	0.7
CCOC(=O)c1[nH]c2ccccc2c1NC(=O)c1ccc(Br)o1	0.2	-0.7	0.1	0.913	0.9	8.7	0.0	0.999	-1.7
Cc1ccc([C@@H]2CC=C(C(=O)O)[C@H](c3ccccc3)N2S(=O)(=O)c2ccc(C)cc2)cc1	-5.3	2.0	-14.0	1.06	-0.7	-6.3	-0.6	1.14	-5.9
CCCCCCCCN1[C@@H](CC(=O)OC)c2cc(F)ccc2S1(=O)=O	-7.4	-9.1	-21.5	0.955	-1.9	4.5	0.1	1.22	-11.4
O=C(c1ccc(-c2nnc(Nc3ccccc3)c3ccccc23)cc1)N1C[C@H]2C[C@H](C1)c1cccc(=O)n1C2	-1.9	0.6	18.0	0.956	0.2	4.4	0.1	0.82	1.0
COc1ccc(OC)c(-n2nnnc2SCC(=O)O)c1	-1.4	-11.7	1.1	0.991	-2.7	0.9	-1.1	0.989	-2.1
O=C(CN1C(=O)/C(=C/c2ccccc2)SC1=S)NC1CCS(=O)(=O)C1 (configuration not stated)	-3.7	-1.9	-15.7	0.877	-7.4	12.3	-1.0	1.16	-5.2
Cc1ccc(OCC(=O)N2CCN(c3nnc(-c4ccccc4)c4ccccc34)CC2)cc1	-3.8	1.3	-23.4	0.917	1.3	8.3	25.6	1.23	-8.2
CCOc1ccc(NS(=O)(=O)c2ccc3[nH]cc(C(=O)N(CC)CC)c(=O)c3c2)cc1	-0.1	-10.7	6.7	0.936	8.5	6.4	7.3	0.933	1.3
O=C1NC(=S)N/C1=C/c1cc2c(cc1[N+](=O)[O-])OCO2	-0.7	8.1	-10.0	0.896	-0.5	10.4	-1.6	1.1	-3.6
CN(C)/C=C(\C#N)c1nc2ccccc2[nH]1	-2.1	-2.3	-5.0	0.935	6.1	6.5	-0.1	1.05	3.7
CCn1c(SCc2ccccc2)nnc1-c1cccs1	-5.1	-3.5	2.3	0.997	-1.5	0.3	0.7	0.977	-7.2
COc1ccc(NC(=O)N(C)C[C@H]2Oc3c(NC(=O)Nc4ccc(C(F)(F)F)cc4)cccc3C(=O)N([C@H](C)CO)C[C@@H]2C)cc1	-6.0	-9.8	-12.4	1.03	-0.9	-2.6	-0.2	1.12	8.4
CCOc1ccccc1NC(=O)c1sc2ncn(CC(=O)N3CCOCC3)c(=O)c2c1C	3.2	-5.8	8.9	0.982	-14.1	1.8	-1.1	0.911	-2.1
COc1ccc(CCNC(=O)C2CCN(S(=O)(=O)c3cccs3)CC2)cc1OC	-1.2	-9.2	3.6	1.01	2.1	-1.2	-0.3	0.964	-1.9
COc1ccc(S(=O)(=O)N2CCCCC2)cc1NC(=O)CCOc1cc(C)ccc1C	-0.3	4.6	6.0	1.06	-2.9	-6.1	-1.9	0.94	-9.6
Cc1cccc(Nc2n[nH]c(C)c2[N+](=O)[O-])c1	0.0	6.2	-1.5	0.989	-0.5	1.1	-12.8	1.01	-5.7
O=C(c1cc(N2C(=O)C3C4CCC(C4)C3C2=O)ccc1Cl)N1CCN(c2ccccc2F)CC1 (configuration not stated)	-1.1	-7.2	-25.4	1.08	0.8	-8.3	1.7	1.25	0.4
O=C(Nc1ccccn1)C1CCN(c2ncnc3c2nc2n3CCCCC2)CC1	-2.8	5.6	-15.7	1.09	-2.6	-9.5	4.0	1.16	-3.7
Cc1ccc(NC(=O)CSc2nnc(CNC(=O)c3ccco3)n2C)c(C)c1	-2.9	-5.8	-0.7	0.992	1.0	0.8	-1.1	1.01	15.7
O=C(COC(=O)/C(=C/c1cccs1)c1cccs1)NCc1ccccc1Cl	-5.3	56.0*	-2.2	0.806	2.7	19.4	25.0	1.02	4.7
COc1cc(/C=C2\SC(=S)N(CCC(=O)Nc3cccc(O)c3)C2=O)cc(OC)c1OC	-3.5	-6.2	-15.6	0.792	-6.7	20.8	0.4	1.16	-9.4

From PubChem BioAssay
